PP1 counter: PP1-alpha phosphatase inhibitors, primary screen, counter-screen for PP5 inhibitor project, biochemical, fluorescence, OMFP substrate, single point | Serine/threonine-protein phosphatase PP1-alpha catalytic subunit (Homo sapiens), P62136 | purified PP1alpha | inhibition, % at 6.7 µM | 320,000 compounds, 0.9% hits | AID 2235, 2010;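 active = inhibition above the mean inhibition of all tested compounds plus 3 SD, computed separately for each screening campaign, cut at about 15% in these data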
Target sequence (P62136 whole entry, looked up): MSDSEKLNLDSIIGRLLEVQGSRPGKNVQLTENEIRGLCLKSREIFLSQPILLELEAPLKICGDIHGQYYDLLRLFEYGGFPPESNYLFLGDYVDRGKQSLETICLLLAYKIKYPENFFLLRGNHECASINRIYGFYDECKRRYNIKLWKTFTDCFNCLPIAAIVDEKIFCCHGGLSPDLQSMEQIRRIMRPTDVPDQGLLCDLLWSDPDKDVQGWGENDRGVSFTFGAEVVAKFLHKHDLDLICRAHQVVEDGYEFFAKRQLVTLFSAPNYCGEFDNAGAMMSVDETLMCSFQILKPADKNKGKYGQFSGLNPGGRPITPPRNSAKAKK
GASC-1 inh: inhibitors of GASC-1 histone demethylase, primary screen, biochemical, fluorescence, DELFIA europium; Lysine-specific demethylase 4C (Homo sapiens), Q9H3R0; GST-JMJD2C(1-420) H3K9me3 demethylation; inhibition, % at 2.35 µM; 330,000 compounds, 0.069% hits;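 active = more than half of a compound's replicate wells show inhibition beyond 50%, single wells judged on their own value; inconclusive = some, but no more than half, of replicates pass 50% inhibition; inactive = no replicate passes 50% inhibition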;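 also: signal counts dimethyl H3K9 product captured on neutravidin plate; 0% = median of DMSO wells and 100% = 0.3 times that DMSO median; strong numbers were not always called active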
Target sequence (Q9H3R0 1-420 limits assumed): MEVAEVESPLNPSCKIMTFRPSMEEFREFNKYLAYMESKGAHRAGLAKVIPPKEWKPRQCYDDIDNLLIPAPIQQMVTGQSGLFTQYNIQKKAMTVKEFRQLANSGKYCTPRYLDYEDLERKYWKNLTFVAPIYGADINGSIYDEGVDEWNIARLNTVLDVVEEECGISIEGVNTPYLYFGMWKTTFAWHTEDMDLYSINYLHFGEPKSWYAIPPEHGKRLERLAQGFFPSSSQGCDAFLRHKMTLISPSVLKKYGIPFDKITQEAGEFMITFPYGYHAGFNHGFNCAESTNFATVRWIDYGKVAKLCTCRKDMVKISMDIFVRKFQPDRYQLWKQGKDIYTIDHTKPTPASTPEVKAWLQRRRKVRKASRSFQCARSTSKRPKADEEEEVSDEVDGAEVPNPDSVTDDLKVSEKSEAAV
core dimer inh: inhibitors of HCV core protein dimerization, primary screen, biochemical, TR-FRET, high-throughput | AID 1899, 2009 | TR-FRET GST/Flag-core106 dimerization, 1536-well | 300,000 compounds, 0.33% hits | inhibition, % at 5 µM;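 active = inhibition above the mean of all tested compounds plus 3 SD, set per screening campaign, cut at about 45% in these data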
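System: GST-tagged and Flag-tagged HCV core protein residues 1-106 / Input: core106 proteins, GST 13.5 nM and Flag 17 nM / Buffer or medium: KF-containing HEPES buffer, pH 7.45, DTT, CHAPS, BSA / Probe or stimulus: Eu-anti-GST and XL665-anti-Flag labelled anti-tag antibodies / Schedule: 4 h, 22.5 °C incubation / Technique: TR-FRET 671 and 617 nm emission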
Fh CTSL1 inh: Fasciola hepatica cathepsin L1 inhibitors, primary screen, counter-screen for PFM18AAP inhibitor project, biochemical, QFRET, fluorogenic peptide substrate; inhibition, % at 5.96 µM; recombinant F. hepatica cathepsin L1, Z-Leu-Arg-MCA fluorescence; 300,000 compounds, 0.49% hits;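 active = inhibition above the mean of all tested compounds plus 3 SD, set per screening campaign, cut at about 17% in these data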;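 also: 0% = plate median of test compound wells and 100% = 1 µM Z-Phe-Ala-diazomethylketone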
proCasp7 act: procaspase-7 activators, primary screen, counter-screen for procaspase-3 activator project, biochemical, absorbance, HTS, human; Caspase-7 (Homo sapiens), P55210; recombinant procaspase-7, Ac-DEVD-pNA absorbance 405 nm; D23A/D198A/D206A triple mutant, cannot self-cleave; scale: DMSO 0, 5 µM enzyme 100; activation, % at 8.5 µM; 330,000 compounds, 0.093% hits;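 active = percent activation above the screen-wide mean plus 3 SD, cut at about 25% in these data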
Target sequence (P55210 whole entry D23A/D198A/D206A): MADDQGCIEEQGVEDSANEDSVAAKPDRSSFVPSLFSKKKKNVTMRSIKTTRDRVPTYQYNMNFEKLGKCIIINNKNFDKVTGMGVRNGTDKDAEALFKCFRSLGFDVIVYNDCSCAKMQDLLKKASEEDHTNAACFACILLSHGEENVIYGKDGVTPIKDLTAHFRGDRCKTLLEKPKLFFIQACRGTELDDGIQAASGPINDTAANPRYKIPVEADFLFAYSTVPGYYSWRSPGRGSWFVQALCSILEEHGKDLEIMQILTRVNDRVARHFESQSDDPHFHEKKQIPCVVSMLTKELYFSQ
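System: Uncleavable procaspase-7 mutant enzyme; Amount: 2 µM procaspase-7 mutant as dispensed; Schedule: 1 h compound preincubation, 2 h substrate cleavage, 25 °C; Measured by: 405 nm absorbance of p-nitroaniline; Evaluation: percent activation from buffer-corrected 0–120 min absorbance change; Control set: low DMSO alone, high DMSO plus 5 µM PC-7.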
VLA-4 inh: inhibition in human VLA-4 binding assay, primary screen, VLA-4 allosteric modulator project, MLPCN library, flow cytometry, VLA-4 expressing cells; Integrin alpha-4 (Homo sapiens), P13612; ligand binding flow cytometry; inhibition, % (about 7 µM as worked out from the volumes in the protocol); 330,000 compounds, 0.2% hits; AID 2557, 2010; in the data active = inhibition above about 50%
PP5 primary: PP5 phosphatase inhibitors, primary screen, biochemical, fluorescence; inhibition, % at 6.7 µM; purified PP5c, OMFP substrate fluorescence; AID 1987, 2009; 320,000 compounds, 0.18% hits; Serine/threonine-protein phosphatase 5 (Homo sapiens), P53041;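 active = inhibition above the campaign's mean inhibition across all tested compounds plus 3 SD, cut at about 9.5% in these data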;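 also: 0% = DMSO only and 100% = 100 µM cantharidin control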
GRK2 inh: compounds blocking aptamer binding on GRK2 – biochemical, human GRK2, bead flow cytometry, HTS, primary screen. Beta-adrenergic receptor kinase 1 (Homo sapiens), P25098. FAM-aptamer displacement from GRK2. 330,000 compounds, 0.59% hits. inhibition of aptamer binding, % at 10 µM;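 active = inhibition of aptamer binding above 40%, roughly 3 SD of noise, on plates passing a quality check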;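 also: median bead fluorescence of bound FAM aptamer so fluorescent compounds give negative values; no value below 0 was filed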
procasp3 activ: activators of human procaspase-3 D3A mutant, primary screen, biochemical, absorbance, PC-3 D3A mutant, single concentration; Caspase-3 (Homo sapiens), P42574; activation, % at 8.5 µM; 330,000 compounds, 0.11% hits; AID 463141, 2010; recombinant procaspase-3 D3A, Ac-DEVD-pNA absorbance 405 nm;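 active = activation above the mean of all tested compounds plus 3 SD, cut at about 21% in these data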;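 also: 0% = DMSO alone and 100% = DMSO wells spiked with extra 5 µM PC-3 D3A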
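Assay system – Procaspase-3 D3A mutant · Benchmarks – DMSO low control, extra-enzyme high control · Technique – 405 nm absorbance of p-nitroaniline, reads at 0 and 120 min · Doses – 8.5 µM nominal · Measure – % activation between DMSO and enzyme-spiked controls · Also added – Ac-DEVD-pNA chromogenic peptide substrate · Schedule – 1 h compound preincubation, 2 h substrate hydrolysis at 25 °C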
* marks the source's active call; other numbers are inactive results; ? = inconclusive; / = no result given.

SMILES	PP1 counter	GASC-1 inh	core dimer inh	Fh CTSL1 inh	proCasp7 act	VLA-4 inh	PP5 primary	GRK2 inh	procasp3 activ
CCc1nnc(NC(=O)CN2C(=O)/C(=C/c3cc(OC)c(OC)c(OC)c3)SC2=S)s1	4	19	4	0	-23	-6	-0.1	8	-15
Cc1nc2ccccc2n1/C(=N\S(=O)(=O)c1ccccc1)c1ccccc1	1	5	-4	-3	12	-1	-0.5	1	-6
Cc1nc2ccsc2c(=O)n1-c1cccc(Cl)c1	2	-6	-3	-1	4	2	2.8	0	1
Cc1ccccc1C(=O)NNC(=S)NC(=O)c1cccs1	-3	9	-2	-2	-19	13	1.1	0	-8
O=C(COC(=O)Cc1ccc(Br)cc1)Nc1c(F)c(F)c(F)c(F)c1F	-3	-7	-7	0	1	1	5.7	0	0
CCCCNS(=O)(=O)c1ccc2nc(-c3cccnc3)cc(C(=O)NCCCOCC)c2c1	-3	3	6	7	2	-3	-2.2	0	1
Cc1csc(-c2coc3cc(O)cc(C)c3c2=O)n1	3	-5	2	3	-6	5	3.5	2	0
CCN1CCc2c(sc(NC(=O)c3ccc(S(=O)(=O)N4CCOCC4)cc3)c2C(N)=O)C1	1	-6	14	-3	-6	-14	5.0	2	-6
CCOc1ccc(CCNC(=O)c2ccccc2OCc2c(C)noc2C)cc1OCC	0	?	1	-1	-8	2	-2.8	0	2
O=C(N=C1SC2CS(=O)(=O)CC2N1c1cccc(Cl)c1Cl)C1CC1 (stereo not given)	0	6	2	-1	1	6	4.3	0	8
O=C(NCC1CCCO1)c1ccc(NC(=O)c2ccc(Br)cc2)cc1 (stereo not given)	-5	0	-4	-1	3	-3	-2.5	2	8
COc1cccc(-c2noc(C3CCCN(C(=O)c4ccc(F)cc4F)C3)n2)c1 (stereo not given)	-1	-3	3	-4	10	-7	1.0	0	-6
C=CCn1c(C)cc(C(=O)CSc2n[nH]c(N)n2)c1C	-6	18	0	2	-1	-27	-1.7	0	-9
Cc1nn(CCCC(=O)NCCc2ccc(Cl)cc2)c(=O)c2nn(-c3ccccc3)c(C)c12	-1	6	18	-6	-3	-1	3.0	0	5
CCN(CC)CCCN(Cc1cc2cc3c(cc2[nH]c1=O)OCO3)C(=O)Nc1ccccc1OC	2	-15	1	6	7	16	-0.8	0	-1
Cc1ccc(CSCC(=O)Nc2cc(S(=O)(=O)N3CCOCC3)ccc2OC(C)C)cc1	-1	-1	6	2	8	7	2.0	1	1
COc1ccccc1-c1ccc(SCC(=O)NC2CCCCC2)nn1	0	6	-7	-3	7	13	4.5	0	12
CCOC(=O)C1CCCN(C(=O)c2c(-c3ccccc3Cl)noc2C)C1 (stereo not given)	-1	0	-1	0	1	4	0.2	0	-1
Nc1nonc1-n1nnc(C(=O)N/N=C/c2ccc(Br)cc2)c1CN1CCOCC1	3	-2	6	-1	16	5	1.4	0	-3
CCOc1ccc2nc(NS(=O)(=O)c3ccc(NC(C)=O)cc3)sc2c1	2	11	-15	-1	10	-7	1.3	2	-3

Single records, from the list above. Order of screens: PP1 counter | GASC-1 inh | core dimer inh | Fh CTSL1 inh | proCasp7 act | VLA-4 inh | PP5 primary | GRK2 inh | procasp3 activ
Profile of CCOc1ccc2nc(NS(=O)(=O)c3ccc(NC(C)=O)cc3)sc2c1 → 2 | 11 | -15 | -1 | 10 | -7 | 1.3 | 2 | -3
Profile of Cc1nc2ccsc2c(=O)n1-c1cccc(Cl)c1 → 2 | -6 | -3 | -1 | 4 | 2 | 2.8 | 0 | 1

(continued)
SMILES	PP1 counter	GASC-1 inh	core dimer inh	Fh CTSL1 inh	proCasp7 act	VLA-4 inh	PP5 primary	GRK2 inh	procasp3 activ
Cc1cc(C)c2c(n1)sc1c(N3CCCCC3)ncnc12	-1	-63	-1	2	10	-3	0.8	/	-9
O=C(CN1C(=O)c2ccccc2C1=O)OCC(=O)N1CCCCC1	/	1	/	/	6	6	/	0	11
Nn1c(SCC(=O)NCC2CCCO2)nnc1-c1ccc(OC(F)F)cc1 (stereo not given)	0	11	1	-3	-3	4	0.8	0	4
CCn1cnc2c(Nc3cccc(Cl)c3)nc(C#N)nc21	-1	5	/	/	-2	26	-0.1	0	-6
O=C(NC1CCCCC1)c1cc(S(=O)(=O)N2CCCC2)ccc1Cl	3	-4	9	-4	13	10	0.6	0	-5
COc1cc2ccccc2cc1C(=O)OCc1nc2ccsc2c(=O)[nH]1	3	4	/	/	-1	7	1.3	0	-3
Cn1c(SCc2ccc3c(c2)OCO3)nnc1-c1ccccc1	-2	-5	2	-4	7	-11	3.5	2	-2
COC(=O)c1cn(NC(=O)c2cccc(F)c2)c(=O)c2ccccc12	-4	10	-3	-1	-7	18	2.2	0	1
CCOC(=O)c1ccc(NC(=O)C2CCN(S(=O)(=O)CC)CC2)cc1	-6	7	3	0	2	9	-0.1	3	2
O=C(NCC(=O)N(c1ccccc1)C(C(=O)NC1CCCC1)c1cccnc1)c1ccco1 (stereo not given)	-7	?	11	3	4	-10	-1.1	0	-4
O=C(Cc1ccccc1)NCC(=O)OCc1ccccc1F	-2	9	6	-25	7	1	0.3	1	8
C#CCOCCOCCOCCNc1nc(N2CCN(C(=O)C([C@@H](C)O)n3cc([C@@H](N)CCCCN)nn3)CC2)nc(N2CCN(C(=O)[C@H](CCCN=C(N)N)n3cc(C(N)[C@@H](C)CC)nn3)CC2)n1 (stereo not given in full)	/	1	/	/	9	6	/	0	6
CCOc1ccc(C(C(=O)NCC2CCCO2)N(C(=O)c2snc(C(N)=O)c2N)c2cccc(F)c2)cc1 (stereo not given)	4	47	-4	0	2	-9	3.2	5	6
CC(C)CCN1CCN(Cc2ccc(N3CCNC3=O)cc2)CC1CCO (stereo not given)	-4	-5	-1	4	1	7	-0.6	0	7
COc1ccc(NC(=O)/C=C/c2ccc(OC)c(OC)c2)cn1	6	-1	-1	2	0	-5	-0.1	0	4
O=S(=O)(Nc1ccc(S(=O)(=O)Nc2nccs2)cc1)c1ccc(Br)cc1	-4	-14	4	-10	-3	3	0.0	1	-28
O=C(Nc1ccccc1)c1cc(N2CCOCC2)nc2ccccc12	-2	-3	3	-2	5	9	2.4	0	-1
CCN(CC(=O)NCc1ccc(Cl)cc1)C(=O)c1ccc(S(=O)(=O)N(C)C)cc1	1	20	-2	4	3	2	-0.9	0	-1
O=C(c1ccco1)N1N=C(c2ccccc2)CC1c1ccc2nccnc2c1 (stereo not given)	-2	-10	9	8	-3	-8	-0.6	1	-3
C[C@@H](C(=O)NCc1c(F)cccc1Cl)N1C(=O)N2CCc3c([nH]c4ccccc34)[C@@]2(C)C1=O	-3	/	-5	-1	1	22	7.8	3	3
Cc1nn(C)cc1/C=N/NC(=O)c1ccc2c(c1)OCO2	-3	-4	1	1	8	-2	-0.2	4	1
Cc1cc(S(=O)(=O)Nc2c(C)ccc3nsnc23)ccc1F	-2	-1	-1	-1	-5	19	0.1	2	6
CCOC(=O)Cn1c(=O)oc2cc(S(=O)(=O)N3CCC(N4CCCCC4)CC3)ccc21	3	-13	2	1	-3	-16	-5.2	0	12
O=C(COC(=O)/C=C/C(=O)OCC(=O)Nc1ccccc1F)Nc1ccccc1F	-5	5	1	0	-4	16	-0.9	1	-1
O=C1c2cccnc2C(O)N1Cc1ccccc1 (stereo not given)	3	3	-4	-2	-17	-2	-1.5	0	10
COc1ccc(N2CCN(C(=S)Nc3cccc(C)c3)CC2)cc1	-2	10	-2	8	3	2	2.1	0	1
COC(=O)c1[nH]c2ccc(C)cc2c1NC(=O)CN1CCCc2ccccc21	17*	-5	10	-1	-11	-13	3.2	89*	-8
COc1ccc(Br)c(C(=O)Nc2nc3ccccc3[nH]2)c1	0	-3	-21	6	0	4	1.0	0	3
Cc1nc(-c2ccccc2)sc1C(=O)/C=C/c1ccc(Cl)cc1	-4	7	-18	-6	1	24	-1.0	4	5
CC1(C)OC(=O)C=C[C@]2(C)[C@H]3CC[C@@]4(C)[C@H](C(=O)O)OC(=O)[C@H]5O[C@]54[C@]3(C)C(=O)C[C@@H]12	-3	1	/	/	-5	0	-0.8	0	8
COc1ccc(S(=O)(=O)N2CCOCC2)cc1NC(=O)CCCOc1ccccc1	/	0	/	/	1	1	/	0	2
CC1CC(C)CN(S(=O)(=O)c2ccc(NC(=O)CCN3C(=O)C4CC=CCC4C3=O)cc2)C1 (stereo not given)	1	/	/	/	-1	1	1.0	6	-2
CC(C)C[C@H](NC(=O)c1[nH]cnc1C(=O)N[C@@H](C)C(=O)OC(C)(C)C)C(=O)OC(C)(C)C	10	-10	-9	6	-9	-9	11*	1	2
CCN(CC)c1ccc(NC(=O)OC)cc1	0	20	-12	-1	-4	-42	3.1	0	-2
CN1CCN(NC(=O)Nc2ccc(Br)cc2)CC1	-3	0	5	-2	-2	10	0.3	0	-8
CCN(CC)S(=O)(=O)c1cccc(NC(=O)COC(=O)C2COc3ccccc3O2)c1 (stereo not given)	-2	-8	2	-11	6	12	1.5	0	0
NS(=O)(=O)c1ccc(CCNC(=O)c2ccc(NS(=O)(=O)c3ccc4[nH]c(=O)[nH]c4c3)cc2)cc1	-1	-4	-1	1	6	38	-0.3	2	3
Cc1cccc(NCc2nc3ccccc3n2C)c1	-2	9	-9	-4	7	9	2.0	2	5
CCN(c1ccc(OC)cc1)S(=O)(=O)c1nnc(NC(=O)c2ccco2)s1	-1	3	19	3	2	25	0.3	7	-7
O=C(NNC(=O)c1ncc(Cl)c(Cl)c1Cl)c1ccc(F)cc1	-4	-14	1	-1	5	6	0.5	2	-2
CCOC(=O)N1CCN(C(=O)Nc2ccccc2)CC1	-5	-23	1	-5	8	15	0.5	2	3
O=Cc1cccc(OC(=O)/C=C/c2ccco2)c1	2	4	32	-29	9	3	-0.4	62*	8
CS(=O)(=O)N(CC(=O)Nc1cccnc1)c1ccc2c(c1)OCCO2	-2	4	3	0	5	10	-2.3	0	3
CC1(C)CC(=O)C(N=Nc2ccc(OC(F)F)cc2)=C(O)C1	5	17	-4	3	0	38	2.8	2	-2
